# Screening data deposited in PubChem BioAssay by Sanford-Burnham Center for Chemical Genomics.
# HKDC1 inh = HKDC1 hexokinase inhibitors, primary screen, biochemical, fluorescence, uHTS | Q2TB90 | 340,000 tested, 0.16% active | inhibition, % at 20 µM | recombinant HKDC1, G6PDH/diaphorase resazurin coupled fluorescence;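 active = inhibition above about 35% when tested at 20 µM, limit read from the data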;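 note: plate controls were DMSO wells with enzyme for no effect and DMSO wells lacking enzyme for full effect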
# Target sequence (Q2TB90 whole entry, looked up): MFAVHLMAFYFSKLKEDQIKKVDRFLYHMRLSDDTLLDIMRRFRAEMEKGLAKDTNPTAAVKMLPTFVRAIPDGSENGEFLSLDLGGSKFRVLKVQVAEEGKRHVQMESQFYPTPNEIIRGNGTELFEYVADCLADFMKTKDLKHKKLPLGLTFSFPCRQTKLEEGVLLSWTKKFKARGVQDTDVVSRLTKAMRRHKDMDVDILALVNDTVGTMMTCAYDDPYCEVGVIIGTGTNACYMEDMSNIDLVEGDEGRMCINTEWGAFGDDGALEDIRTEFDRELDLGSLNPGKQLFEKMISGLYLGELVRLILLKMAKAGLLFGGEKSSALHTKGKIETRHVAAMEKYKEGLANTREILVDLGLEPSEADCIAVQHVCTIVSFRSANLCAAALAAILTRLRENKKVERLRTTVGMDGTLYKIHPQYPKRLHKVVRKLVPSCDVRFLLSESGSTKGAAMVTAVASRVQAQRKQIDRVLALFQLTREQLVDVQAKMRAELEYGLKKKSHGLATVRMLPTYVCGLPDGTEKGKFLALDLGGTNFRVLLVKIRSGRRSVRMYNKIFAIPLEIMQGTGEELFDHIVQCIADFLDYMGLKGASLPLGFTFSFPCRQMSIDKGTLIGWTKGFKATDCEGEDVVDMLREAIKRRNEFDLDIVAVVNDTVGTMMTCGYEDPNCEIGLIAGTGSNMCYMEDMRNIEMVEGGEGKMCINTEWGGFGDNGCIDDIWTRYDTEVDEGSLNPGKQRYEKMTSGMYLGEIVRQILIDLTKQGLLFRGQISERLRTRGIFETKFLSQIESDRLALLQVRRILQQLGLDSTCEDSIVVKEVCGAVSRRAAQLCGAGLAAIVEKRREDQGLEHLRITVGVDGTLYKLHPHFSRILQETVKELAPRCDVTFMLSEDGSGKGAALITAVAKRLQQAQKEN
#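 Test system: HK5 enzyme. Quantity: 5 µg/mL HK5 final. Reagent: glucose and ATP substrates. Schedule: 90 min reaction incubation at room temperature, dark. Technique: resazurin-to-resorufin fluorescence via G6PDH and diaphorase coupling, 525/613 nm. Control set: DMSO wells with and without enzyme mix.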
# UBC13 polyUb = UBC13 polyubiquitin chain formation inhibitors, primary screen, biochemical, TR-FRET, uHTS; Ubiquitin-conjugating enzyme E2 N (Homo sapiens), P61088; inhibition, % at 20 µM; 330,000 tested, 0.47% active; in the data active = inhibition above about 45%, passing the limit was not always enough
# Target sequence (P61088 whole entry, looked up): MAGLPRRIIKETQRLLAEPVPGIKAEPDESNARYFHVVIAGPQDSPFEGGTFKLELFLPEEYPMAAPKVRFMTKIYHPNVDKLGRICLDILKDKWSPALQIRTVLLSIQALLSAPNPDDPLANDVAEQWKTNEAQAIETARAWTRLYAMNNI
# PfG6PD inh = PfG6PD enzyme inhibitors, primary screen, biochemical, fluorescence intensity, uHTS; AID 504690, 2011; inhibition, % at 20 µM; 350,000 tested, 0.78% active; glucose-6-phosphate dehydrogenase-6-phosphogluconolactonase (Plasmodium falciparum 3D7); PfGluPho enzyme, NADPH resazurin-diaphorase fluorescence;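 active = inhibition reaching at least a set limit at 20 µM in the primary screen, cut at about 59% in these data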;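 note: 0% = DMSO wells with substrate and 100% = DMSO wells lacking glucose-6-phosphate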
# SENP8 block-1 = SENP8 protease inhibitors, primary screen, biochemical, luminescence. purified SENP8, Z-RLRGG-aminoluciferin cleavage. inhibition, % at 10 µM. Sentrin-specific protease 8 (Homo sapiens), Q96LD8. AID 2540, 2010. 330,000 tested, 1.2% active; in the data active = inhibition above about 50%
# SENP6 inh = SENP6 protease inhibitors, primary screen, biochemical, luminescence, uHTS; 330,000 tested, 1.8% active; Recombinant SENP6 catalytic domain, aminoluciferin luminescence; Sentrin-specific protease 6 (Homo sapiens), Q9GZR1; inhibition, % at 10 µM; AID 2599, 2010;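 active = inhibition above about 50% at the single tested dose, limit read from the data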;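 note: plate controls were DMSO wells with enzyme for no effect and DMSO wells lacking enzyme for full effect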
# MIN6 prolif = inducers of MIN6 beta-cell proliferation, primary screen, ATP luminescence, uHTS; MIN6 cells proliferation, ATPlite luminescence, 48 h; cells starved in 0.2% serum; 100% = growth in 10% serum; proliferation, % at 10 µM; 330,000 tested, 0.29% active; AID 2380, 2010;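 active = compounds whose signal lies at least 3.5 SD above the mean of all wells on their plate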;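 note: 0% = DMSO-treated cells in low-serum medium and 100% = 10% serum control; some compounds called inactive have numbers as strong as hits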
# SENP8 block-2 = human SENP8 protease inhibitors, primary screen, biochemical, fluorescence, Nedd8 protein substrate, uHTS | Sentrin-specific protease 8 (Homo sapiens), Q96LD8 | recombinant SENP8 | inhibition, % at 20 µM | 360,000 tested, 0.64% active | AID 602440, 2012; in the data active = inhibition mostly above about 40%, no sharp cut-off; inactive = mostly below about 27%
# SENP1 inh = human SENP1 catalytic domain inhibitors, primary screen, biochemical, FRET, uHTS; Sentrin-specific protease 1 (Homo sapiens), Q9P0U3; recombinant SENP1 catalytic domain, CyPet-SUMO1-YPet FRET cleavage; inhibition, % at 10 µM; 360,000 tested, 0.21% active;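 active = inhibition at least 30% at 10 µM, raw YFP signal under a set limit, fluorescence ratio 0.5 to 1.5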;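 note: 0% = enzyme with DMSO and 100% = no enzyme wells; some results filed as inactive read as strong as hits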
#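 Material – human SENP1 catalytic domain · Input – SENP1 enzyme, 20 pM final · Compound dosing – single concentration of 10 µM compound, 0.5% DMSO final · Timing – enzyme reaction for 50 min at room temperature, dark · Measured by – FRET fluorescence in CFP and YFP emission channels · Control set – no-enzyme wells low, DMSO-plus-enzyme wells high control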
# SENP7 inh = SENP7 protease inhibitors, primary screen, biochemical, luminescence, uHTS | inhibition, % at 5 µM | 330,000 tested, 1.5% active | recombinant SENP7, Z-RLRGG-aminoluciferin luminescence, 40 min | Sentrin-specific protease 7 (Homo sapiens), Q9BQF6;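 active = inhibition above about 50% at the single test dose, limit read from the data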;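 note: plate controls were DMSO with enzyme for no effect and no enzyme buffer wells for full effect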
# Numbers without * were called inactive; nt = no result given; & = joins results of further samples.
mol,HKDC1 inh,UBC13 polyUb,PfG6PD inh,SENP8 block-1,SENP6 inh,MIN6 prolif,SENP8 block-2,SENP1 inh,SENP7 inh
O=C1CC(c2ccccc2)CC(O)=C1C=NC1CCCCC1 (stereo not drawn),2,8,-8,4,7,1,13,0,4
Cc1ccc(NC(=O)COC(=O)CCc2c(C)nc3ncnn3c2C)cc1,-9,5,-4,-3,9,-3,13,2,13
COCCCN1C(=O)C(=O)/C(=C(/O)c2ccc(S(=O)(=O)N3CCCCC3)cc2)C1c1ccc(O)cc1 (stereo not drawn),1,-16,-60,4,18,-5,45*,3,8
Cc1cccc(NC(=O)COC(=O)C2COc3ccccc3O2)c1C (stereo not drawn),1,11,-10,-6,-17,3,13,3,5
COc1ccccc1NS(=O)(=O)c1ccc(C(=O)N2CCN(c3ccccc3)CC2)cc1,-1,8,4,-3,11,2,21,1,0
Cc1cccc(CN2CCCC(C(=O)N3CCCCC3)C2)c1 (stereo not drawn),-2,0,-6,-8,-28,0,11,0,1
Cc1ccccc1N/C(=N/S(=O)(=O)c1ccccc1)c1ccc(F)cc1,-4,0,-17,2,21,-2,16,-1,5
CNS(=O)(=O)Cc1ccc2[nH]cc(CCN(C)C)c2c1,-6&-3,0,2&6,-4,-19,-2,13&0,2&-4,2
COCC1CCN(Cc2nc(COc3ccccc3)no2)C1 (stereo not drawn),-7,-5,13,-1,-4,2,9,1,8
CCOc1ccc(C(=O)N/N=C/c2cc(Cl)ccc2[N+](=O)[O-])cc1,-6,3,-19,2,16,0,10,0,3
Nc1nnc(/C=C/c2cccc([N+](=O)[O-])c2)s1,-5,-8,-3,7,9,-5,16,1,-1
COC(=O)CN1C(=O)[C@H]2[C@@H](c3ccc(C)o3)N3C(=O)CN(Cc4ccccn4)C(=O)[C@@]3(Cc3ccccc3)[C@H]2C1=O,-4,-2,2,-15,-7,-2,2,-2,-8
Cc1ccc2cc(C(c3nnnn3C3CCCC3)N(Cc3ccco3)Cc3cccs3)c(=O)[nH]c2c1 (stereo not drawn),1,26,2,12,4,-5,-67,-11,-1
CC(/C=N/NC(=O)c1cc(C(C)(C)C)[nH]n1)=C\c1ccccc1,-4,-8,-2,3,-13,2,27,1,2
O=C(COC(=O)c1cccnc1Cl)Nc1nc(-c2ccccc2)cs1,-5,16,42,-1,-10,0,21,2,-2
O=C(CCN1C(=O)C2C3CCC(C3)C2C1=O)Nc1ccc(F)cc1 (stereo not drawn),-2,8,-8,3,-11,-3,14,2,7
COc1ccc(/C=N/NC(=O)COc2ccc3ccccc3c2)c(C(=O)O)c1OC,-2,4,-21,-3,13,0,16,3,6
COc1cccc(CN2CCC(Oc3ccc(C(=O)N4CCCCC4)cc3)CC2)c1O,-3,-6,-2,-9,-19,4,12,-1,-9
CC(NC(=O)c1ccccc1F)c1nnc(SCc2nc3ccccc3c(=O)[nH]2)n1C (stereo not drawn),0,0,2,-5,1,-1,4,-2,1
CN(C)c1ccc(C2Nc3cccc4cccc(c34)N2)cc1,8,-27,41,24,37,-7,1,-9,-5
Cn1c(CSCc2ccccc2Cl)n[nH]c1=S,-9,9,28,6,7,2,14,2,-1
COc1cc2ncnc(NCc3ccc(Cl)cc3)c2cc1OC,0,12,-11,1,-5,1,-18,-4,3
Cc1ccccc1C(=O)NCC(=O)O,-5,-1,3,4,-39,0,5,0,-10
CC(=O)c1ccc(NC(=O)Nc2ccccc2)cc1,8,2,-1,15,-3,-4,5,3,-9
CCc1ccc(S(=O)(=O)NCc2cn3ccsc3n2)s1,-10,-4,3,3,-6,3,-3,4,1
Cc1cc(=O)[nH]c(N/N=C/c2cc(C)n(CC(F)(F)F)c2C)n1,-4,-6,-1,-11,-1,-2,-122,2,-2
Cc1ccc(C)c(S(=O)(=O)N2CCNCC2)c1,-11,-2,7,1,-5,-3,5,2,-2
COc1ccc(C(=O)NCC(=O)c2ccccc2)cc1,-5,-5,0,-10,18,1,-2,0,10
CN(C)C(=O)c1ccc(NC(=O)CC2SC(N3CCCC3)=NC2=O)cc1 (stereo not drawn),-5,-7,-20,-6,-10,1,6,-1,-6
COc1ccc(C(=O)NCc2nnc(SCC(=O)N3CCCc4ccccc43)o2)cc1OC,-8,0,-5,2,-10,2,8,-1,-3
Cc1ccc(S(=O)(=O)N2CCN(C(=O)COC(=O)CCc3ccccc3)CC2)c(C)c1,-4,8,7,2,-9,4,14,3,3
Cc1cc(=O)oc(C)c1C(=O)Nc1cccc2ccccc12,-5,3,4,0,12,2,43*,3,2
CN(C)c1ccc(N=Cc2cccn2C)cc1,8,-12,77*,-20,-3,0,13,6,15
COc1ccc(/C=N/NC(=O)c2cccc([N+](=O)[O-])c2)cc1O,5,-13,-3,-10,-22,-1,15,-3,14
CCn1c(SCC(=O)NCC2CCCO2)nnc1-c1ccccc1 (stereo not drawn),-3,6,-3,1,-1,0,22,1,1
COc1ccc(CSc2nnnn2-c2ccc(C(N)=O)cc2)cc1[N+](=O)[O-],0,-1,-9,-3,17,0,9,1,6
Cc1ccc(C)c(N2CCN(C3CCCC(C)C3)CC2)c1 (stereo not drawn),-10,6,-3,-7,-11,0,3,0,-3
COc1ccc(CCNC(=O)C(C)OC(=O)c2ccco2)cc1OC (stereo not drawn),1,-3,-4,1,-4,-2,-1,0,-1
Cc1n[nH]c(=O)n1-c1cccc(C(F)(F)F)c1,0,-6,5,-3,-18,-3,14,-1,-10
CCCN(CCC)CCNC(=O)C1CCN(Cc2nc(-c3ccc(Cl)cc3)oc2C)CC1,-9,8,0,5,10,-6,10,-1,0

# (more compounds)
# Every second line gives: HKDC1 inh	UBC13 polyUb	PfG6PD inh	SENP8 block-1	SENP6 inh	MIN6 prolif	SENP8 block-2	SENP1 inh	SENP7 inh
CNC(=S)NC1CC2CCCC(C1)N2Cc1ccc(C)cc1 (stereo not drawn)
    -6	-4	-11	-7	-20	0	2	0	-1
CN(Cc1ccnc2ccccc12)C(=O)C1CCC(=O)N(Cc2ccccc2F)C1 (stereo not drawn)
    0	9	12	0	2	-2	0	1	3
CCOc1ccc(/C=N/NC(=O)c2ccc(O)cc2)cc1CN1CC2CC(C1)c1cccc(=O)n1C2 (stereo not drawn)
    -2	-4	3	-3	-4	6	-17	2	3
NS(=O)(=O)c1ccc(CNS(=O)(=O)c2cc(Cl)ccc2Cl)cc1
    -7	-1	-7	-8	-23	-3	25	2	-4
COc1ccc(S(=O)(=O)N2CCN(CC(=O)Nc3ccccc3OC)CC2)cc1
    -1	-7	-2	-3	1	2	22	1	-13
O=C(N=Nc1c(O)[nH]c2ccc(Br)cc12)c1cc(-c2cccs2)nc2ccccc12
    -3	nt	-8	nt	nt	nt	-64	2	nt
COc1ccc(CCC(=O)Nc2nnc(C)s2)cc1
    -3	3	9	-4	-2	-2	14	-4	13
CCOC(=O)c1ccccc1-c1csc(NS(=O)(=O)c2ccc(Cl)cc2)n1
    2	-18	-47	10	-2	-3	6	1	-2
NC(=O)CCC(NC(=O)c1ccc(Cl)cc1)C(=O)O (stereo not drawn)
    -11	4	-8	-3	4	-2	9	1	-6
CCC(=O)Nc1cccc(C(=O)c2ccccc2)c1
    -6	5	-5	-3	-6	-3	12	-1	4

# Of the compounds above, these contain fluorine:
# Every second line gives: HKDC1 inh	UBC13 polyUb	PfG6PD inh	SENP8 block-1	SENP6 inh	MIN6 prolif	SENP8 block-2	SENP1 inh	SENP7 inh
Cc1ccccc1N/C(=N/S(=O)(=O)c1ccccc1)c1ccc(F)cc1
    -4	0	-17	2	21	-2	16	-1	5
O=C(CCN1C(=O)C2C3CCC(C3)C2C1=O)Nc1ccc(F)cc1 (stereo not drawn)
    -2	8	-8	3	-11	-3	14	2	7
CC(NC(=O)c1ccccc1F)c1nnc(SCc2nc3ccccc3c(=O)[nH]2)n1C (stereo not drawn)
    0	0	2	-5	1	-1	4	-2	1
Cc1cc(=O)[nH]c(N/N=C/c2cc(C)n(CC(F)(F)F)c2C)n1
    -4	-6	-1	-11	-1	-2	-122	2	-2
Cc1n[nH]c(=O)n1-c1cccc(C(F)(F)F)c1
    0	-6	5	-3	-18	-3	14	-1	-10
CN(Cc1ccnc2ccccc12)C(=O)C1CCC(=O)N(Cc2ccccc2F)C1 (stereo not drawn)
    0	9	12	0	2	-2	0	1	3

# 3 structures from above, arranged by heavy-atom count, high to low:
# Every second line gives: HKDC1 inh	UBC13 polyUb	PfG6PD inh	SENP8 block-1	SENP6 inh	MIN6 prolif	SENP8 block-2	SENP1 inh	SENP7 inh
CCCN(CCC)CCNC(=O)C1CCN(Cc2nc(-c3ccc(Cl)cc3)oc2C)CC1
    -9	8	0	5	10	-6	10	-1	0
Cc1cccc(NC(=O)COC(=O)C2COc3ccccc3O2)c1C (stereo not drawn)
    1	11	-10	-6	-17	3	13	3	5
CNC(=S)NC1CC2CCCC(C1)N2Cc1ccc(C)cc1 (stereo not drawn)
    -6	-4	-11	-7	-20	0	2	0	-1

# (cont.)
# Every second line gives: HKDC1 inh	UBC13 polyUb	PfG6PD inh	SENP8 block-1	SENP6 inh	MIN6 prolif	SENP8 block-2	SENP1 inh	SENP7 inh
O=C1CC(C(F)(F)C(F)(F)C(F)(F)C(F)F)=Nc2ccccc2N1
    0	0	7	-2	-9	-3	-1	-1	-1
O=C(Oc1ccc(Cl)c2cccnc12)c1ccco1
    7	-11	2	-4	3	-3	16	3	4
CCCCOC(=O)c1ccc(S(N)(=O)=O)o1
    -6	-6	2	-5	-4	0	10	2	2
CCC(C)C(NC(=O)C1CCC(C)CC1)C(=O)NCc1ccco1 (stereo not drawn)
    -2	-4	-8	-3	-12	4	9	-2	-9
Cc1cc(C(F)(F)F)nn1CC(=O)Nc1cccnc1
    -4	0	1	6	5	-1	-6	-5	3
CCOc1ccccc1CN1CCNC(=O)C1CC(=O)NC1CCCCCCC1 (stereo not drawn)
    3	-4	-6	-5	-10	2	-41	-7	8
Cc1ccc(SCc2[nH]nc3c2C2(C(=O)Nc4ccc(F)cc42)C(C#N)=C(N)O3)cc1 (stereo not drawn)
    8	-11	3	-13	-14	-3	7	3	-13
CC(C(=O)NC1CCCc2ccccc21)N1C(=O)C2CCCCC2C1=O (stereo not drawn)
    2	-8	-13	-1	-5	1	14	1	13
